Assay outcomes as filed in PubChem BioAssay.
ELG1 genotoxic – inducers of genotoxicity in HEK293T ELG1-luciferase cells; HEK293T ELG1-luciferase reporter, luminescence, 16 h; Potency, µM (highest dose often 46 µM), for inactives: at the top dose activity change, positive = activation, actives largely listed as activators; hit rate 1.3% among 330,000; AID 504466; further: potency means the concentration at half of the fitted maximal effect; % of control where 0% means no effect; nearly all actives have a fitted effect of over 60% in size
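16 hr compound incubation (37 °C, 5% CO2) of HEK293T cells carrying luciferase-tagged ELG1; luciferase then measured by ONE-Glo luminescence after 30 min at RT.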
p53 reactivation – restores transcriptional activity of mutant p53; H1299 p53-A138V BP100-luciferase reporter, luminescence, 24 h; Potency, µM (doses to about 92.2 µM), inactives show at the highest dose activity change, positive = activation, actives largely listed as activators; hit rate 0.063% among 320,000; AID 504706; further: potency means the concentration at half of the fitted maximal effect; % of control where 0% means no effect; nearly all actives have a fitted effect of over 45% in size
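p53-null H1299 cells stably carrying temperature-sensitive p53-A138V and a BP100-luciferase reporter were pinned with compounds (4-point, 1:5 series) and held 24 hrs at 37 deg C. Luminescence was read 10 min after detection reagent.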
PKM2 activator – PKM2 (human) enzyme activation; P14618; purified PKM2, Kinase-Glo ATP luminescence, activation; response scale: 0% is enzyme alone, no compound; hit rate 0.34% among 260,000; Potency, µM (top dose mostly 57.5 µM), without a hit: top-dose activation, hits mostly activators; further: potency means the concentration at half of the fitted maximal effect; on the % scale 0 is the no-effect control and ±100 the full control effect; nearly all actives have a fitted effect of over 55% in size
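Purified hPK-M2 (>95% pure) converted ADP (0.1 mM final) to ATP with 0.5 mM PEP in 50 mM imidazole pH7.2, KCl, MgCl2, Tween 20, BSA; 1 h at room temperature. ATP detected by Kinase-Glo luminescence.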
NPC1 promoter act – NPC1 promoter activation; AID 485313; hit rate 2.4% among 320,000; Potency, µM (titrated, usually from 9.22 µM), inactives show top-dose activation, actives largely listed as activators; Huh7 NPC1 promoter luciferase reporter, 24 h;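 further: potency means the concentration at half of the fitted maximal effect; % of control where 0% means no effect; nearly all actives have a fitted effect of over 60% in size; reporter is driven by a mutant NPC1 promoter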
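Compounds in DMSO were transferred onto Huh7 NPC1-luciferase reporter cells pre-incubated 2 h; after 24 h at 37 °C, Amplite reagent was dispensed and luminescence recorded 10 min later.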
FLuc modulator – counter-screen for miR-21 project: firefly luciferase inhibitors or activators; Potency, µM (highest dose often 57.5 µM), for inactives: at the top dose activity change, negative = inhibition, hits mostly inhibitors; purified FLuc, Km substrates, luminescence inhibition; P08659; hit rate 6.9% among 360,000;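 further: potency means the concentration at half of the fitted maximal effect; plate controls were vehicle for no effect and reference inhibitor for full effect; nearly all actives have a fitted effect of over 55% in size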
Target sequence (P08659 whole entry, looked up): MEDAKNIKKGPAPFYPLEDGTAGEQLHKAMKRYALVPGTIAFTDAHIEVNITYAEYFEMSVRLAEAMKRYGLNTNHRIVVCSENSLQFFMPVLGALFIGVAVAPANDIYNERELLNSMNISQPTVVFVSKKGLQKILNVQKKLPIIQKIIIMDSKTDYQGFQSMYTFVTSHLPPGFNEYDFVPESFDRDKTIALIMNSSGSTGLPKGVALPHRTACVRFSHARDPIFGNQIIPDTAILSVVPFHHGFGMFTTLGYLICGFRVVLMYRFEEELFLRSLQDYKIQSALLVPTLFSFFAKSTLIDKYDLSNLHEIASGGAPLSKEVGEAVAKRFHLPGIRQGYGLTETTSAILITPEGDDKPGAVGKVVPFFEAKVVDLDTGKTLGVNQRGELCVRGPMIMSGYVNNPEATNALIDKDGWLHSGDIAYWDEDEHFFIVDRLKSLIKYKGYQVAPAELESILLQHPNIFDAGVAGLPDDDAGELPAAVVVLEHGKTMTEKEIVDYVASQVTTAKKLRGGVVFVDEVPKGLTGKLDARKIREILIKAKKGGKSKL
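Biochemical qHTS of compounds, final roughly 60 µM downward over six points, against 10 nM purified firefly luciferase using Km concentrations of substrates (10 uM D-luciferin, 10 uM ATP) in Tris acetate pH 7.5 buffer; luminescence output.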
Menin-MLL TR inh – displaces Texas Red mutant MLL peptide from human menin; O00255; Menin + Texas Red MLL mutant peptide, fluorescence polarization; Potency, µM (series often up to 61.6 µM), for inactives: at the highest dose FP activity change, negative = inhibition, most hits filed as inhibitors; hit rate 0.23% among 270,000; AID 1768; active means well fitted inhibition curve with a large enough effect in the polarisation, with a control signal flat, not every such curve was filed as active; inconclusive means small, poorly fitted or top-dose-only effect, or effect the other way, or a change in a side signal; inactive means no such curve, though single readings can be large or run the other way; the % refers to the polarisation; further: potency means the concentration at half of the fitted maximal effect; % of control where 0% means no effect; many of its hits are not listed in these tables
RORg inh – blocks mouse ROR gamma transcriptional activity; Drosophila S2 Gal4-RORgamma UAS-luciferase reporter, 20 h; Potency, µM (series often up to 53.6 µM), for inactives: at the top dose activity change, negative = inhibition, hits mostly inhibitors; hit rate 5.4% among 310,000; AID 2551; further: potency means the concentration at half of the fitted maximal effect; on the % scale 0 is the no-effect control and ±100 the full control effect; nearly all actives have a fitted effect of over 60% in size
Target sequence (P51450 whole entry, looked up, the tested form may be a part): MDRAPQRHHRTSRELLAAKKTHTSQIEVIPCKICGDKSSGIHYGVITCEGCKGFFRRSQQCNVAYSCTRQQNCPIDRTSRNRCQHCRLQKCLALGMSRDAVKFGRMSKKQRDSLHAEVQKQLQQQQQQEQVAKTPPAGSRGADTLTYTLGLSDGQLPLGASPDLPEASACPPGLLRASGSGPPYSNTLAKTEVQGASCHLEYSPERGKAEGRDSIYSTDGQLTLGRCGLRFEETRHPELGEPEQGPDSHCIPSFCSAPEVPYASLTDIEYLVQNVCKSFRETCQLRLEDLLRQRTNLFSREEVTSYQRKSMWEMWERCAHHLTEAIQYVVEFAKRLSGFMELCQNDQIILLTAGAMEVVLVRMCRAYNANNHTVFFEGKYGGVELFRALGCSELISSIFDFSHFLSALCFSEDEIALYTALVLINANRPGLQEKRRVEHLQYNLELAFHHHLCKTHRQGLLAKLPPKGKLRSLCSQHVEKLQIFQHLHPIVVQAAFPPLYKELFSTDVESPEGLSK
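Using a luciferase readout, inhibitors were identified by reduced reporter activity in Drosophila cells coexpressing a copper-inducible Gal4–ROR gamma fusion and UAS-driven Photinus luciferase, incubated 20 hr after 700 uM copper sulfate.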
Rab9 prom act – Rab9 promoter activation; hit rate 2.8% among 320,000; Potency, µM (top dose mostly 9.22 µM), inactives show at the highest dose activation, negative = inhibition, hits mostly activators; Huh7 Rab9 promoter-luciferase reporter, luminescence, 24 h; AID 485297; further: potency means the concentration at half of the fitted maximal effect; % of control where 0% means no effect; nearly all actives have a fitted effect of over 60% in size
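Huh7 cells stably carrying a Rab9 promoter-luciferase reporter, 1500 cells per well in OP-MEM I with 10% FBS, treated with compound 24 hours at 37C. Luciferase activity read by luminescence after 10 minutes with Amplite reagent.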
BRCA1 expr act – BRCA1 expression activation. hit rate 1.1% among 380,000. MCF7-BRCA1-FFLuc reporter, luminescence, 48 h; response scale: scaled: vehicle 0%, 10 µM genistein 100%. AID 624202. Potency, µM (series often up to 46.1 µM), without a hit: at the highest dose activation, hits mostly activators; further: potency means the concentration at half of the fitted maximal effect; nearly all actives have a fitted effect of over 80% in size; some results filed as inactive show a strong effect at the top dose
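48 h compound treatment of MCF7-BRCA1-FFLuc cells (phenol-red free MEM, 37 °C), then 15 min with luciferase substrate and luminescence imaging.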
Gal4-VP16 FLuc – counter-screen for ROR gamma inhibitors: Gal4-VP16 reporter. Drosophila S2 Gal4-VP16 UAS-luciferase, luminescence, 20 h. Potency, µM (top dose mostly 53.6 µM), for the others: at the top dose activity, negative = inhibition, hits mostly inhibitors. hit rate 3.5% among 310,000. AID 2546;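 further: Gal4-VP16 expression switched on by copper sulfate through the metallothionein promoter; potency means the concentration at half of the fitted maximal effect; on the % scale 0 is the no-effect control and ±100 the full control effect; nearly all actives have a fitted effect of over 50% in size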
Giardia kill – kills Giardia lamblia; Giardia lamblia trophozoite viability; activity change, % at 7.66 µM, hits read low; hit rate 0.15% among 340,000; in the data active means activity change below about -80%; inconclusive means between about -30% and that limit;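 further: parasites exposed to compound for two days anaerobically before the ATP read; on the % scale 0 is the no-effect control and ±100 the full control effect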
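Trophozoites 100 cells/well + cpd; 48 hrs, 37 deg C, anaerobic. ATPLite 1-Step added, 15-30 min RT, luminescence read (ATP-based viability).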
The depositor's hits bear a star; ? = inconclusive; nt = no result given; [ ] = another dose, or the depositor's remark. Unless noted, the call rests on the fitted dose curve; in most records, active means well fitted curve in the direction sought with a large enough effect; inconclusive means small, poorly fitted or top-dose-only effect, or another doubt; inactive means no such curve, though single readings can be large; an effect the other way counts as inactive or inconclusive. An excerpt; rates above refer to the full screens.

SMILES	ELG1 genotoxic	p53 reactivation	PKM2 activator	NPC1 promoter act	FLuc modulator	Menin-MLL TR inh	RORg inh	Rab9 prom act	BRCA1 expr act	Gal4-VP16 FLuc	Giardia kill
CCOC(=O)C(NC(=O)CCC(=O)Nc1ccc(S(N)(=O)=O)cc1)C(O)c1ccccc1 (centres undefined)	2%	6%	4%	-1%	-5%	-5%	-4%	-14%	1%	-12%	13
CC(C)n1c(SCc2ccc(Cl)cc2)nc2c1c(=O)[nH]c(=O)n2C	15%	-6%	2%	1%	2%	2%	17%	1%	8%	7%	3
CCOC(=O)/C(C#N)=C1/C=Nc2ccccc2N1	7%	12%	-6%	1%	?	1%	1%	13%	47%	17%	15
Cc1cc(S(=O)(=O)N2CCCC2)ccc1OCC(=O)N1CCOCC1	2%	-10%	1%	-5%	-1%	14%	-18%[0.365 µM]	1%	3%	nt	-3
CC(C)C(C(=O)NCc1ccco1)N(C(=O)CNS(=O)(=O)c1ccccc1)c1ccccc1 (centres undefined)	0%	13%	3%	-5%	-10%	17%	32%	-4%	0%	-2%	-7
COc1cc(Cl)cc(C(=O)O)c1OCC(=O)O	0%	2%	-2%	-7%	-12%	0%	0%	-1%	-11%	-14%	-7
O=[N+]([O-])c1cc2c(cc1/C=N/Nc1nc(Nc3ccccc3)nc(N3CCCCC3)n1)OCO2	9%	6%	1%	19%	2.1µM*	nt	3.2µM*	25%	-42%	0%	4
O=C(CC1C(=O)NCCN1CC1CCCCC1)NCCCN1CCOCC1 (centres undefined)	1%	5%	0%	-3%	-1%	-13%	-24%	0%	-20%	-5%	18
O=C(CCC1CCCN(C(=O)Cn2cnnn2)C1)NCc1ccccc1F (centres undefined)	3%	4%	0%	-2%	-4%	14%	12%	5%	0%	-4%	-4
COC(=O)COc1ccc2c(-c3ccc(OC)cc3)cc(=O)oc2c1	1%	0%	-1%	-1%	?	-2%	4%	-3%	10%	18%	4
COc1ccc(C2C(C(=O)O)CCC(=O)N2c2ccc(C)cc2)cc1OC (centres undefined)	0%	17%	1%	1%	0%	nt	15%	-1%	0%	3%	-7
N/C(=N\N=C/c1ccc(F)cc1)N/N=C\c1ccc(F)cc1	5%	nt	-2%	-1%	6µM*	0%	?	-3%	0%	-1%	-14
COc1ccc(C2NC(C(=O)O)Cc3c2[nH]c2ccccc32)cc1CN1CCN(c2ccc(F)cc2)CC1 (centres undefined)	-3%	-2%	0%	5%	5%	2%	3%	-1%	-2%	-4%	14
C#CCOc1ccccc1CNc1ccccc1	5%	0%	3%	-2%	2%	0%	27%	-4%	0%	-12%	-14
COCC(C)NC(=O)c1ccc2c(c1)S(=O)(=O)c1ccccc1C2=O (centres undefined)	2%	6%	-2%	-1%	3%	nt	0%	3%	-8%	-2%	-12
CCN(CC(=O)Nc1ccc2c(c1)OCCO2)C(=O)c1ccc(C)c(S(=O)(=O)N2CCOCC2)c1	0%	0%	nt	-1%	?	nt	nt	-5%	-2%	nt	11
Cc1c(O)c(CN2CCCCC2)cc2c3c(c(=O)oc12)CCC3	2%	10%	-1%	9%	2%	-19%	-17%	0%	-10%	18%	8
COc1ccc(NC(=O)c2nc[nH]c2C(=O)N(C)Cc2ccccc2)cc1	1%	-2%	1%	0%	-17%	nt	7.1µM*	2%	-1%	?	4
COc1cccc(/C=C/C(=O)NNC(=O)c2ccncc2)c1	0%	2%	nt	0%	?	nt	nt	-1%	-31%	nt	4
CCCNC(=O)C/C(C)=N/NC(=O)C(=O)Nc1ccccn1	4%	4%	-1%	-2%	-13%	-1%	-33%	0%	23%	27%	-8
COc1ccccc1CNC(=O)C(=O)NCC1OCCN1S(=O)(=O)c1ccccc1 (centres undefined)	-4%	13%	-4%	1%	3%	-16%	-11%	2%	-5%	-3%	-9
COc1ccccc1NC(=O)COC(=O)c1ccc([N+](=O)[O-])s1	0%	0%	nt	-3%	-13%	-7%	?	-2%	1%	-4%	6
COc1ccc(Cc2noc(CN3CCCN(Cc4ccc(F)cc4)CC3)n2)cc1OC	-12%	2%	1%	2%	-2%	-11%	35%	-8%	-2%	1%	31[activator]
COc1cc2cc(CCCOC(=O)c3ccc(C(F)(F)F)cc3)oc(=O)c2cc1OC	4%	3%	nt	-2%	4%	nt	nt	1%	-22%	nt	-1
COc1ccc(C2NC(=O)CCC2[N+](=O)[O-])c(OC)c1 (centres undefined)	-4%	nt	3%	-4%	4%	-5%	-20%	7%	-4%	-1%	-10
CC(=O)N1CCOc2ccc(S(=O)(=O)N(C)c3cccc(C)c3)cc21	-4%	-6%	nt	1%	-2%	nt	-19%	1%	-56%	7%	-28
O=[N+]([O-])c1ccc(N2CCN(c3ccc(F)cc3)CC2)cn1	-4%	0%	nt	-1%	-1%	-2%	14%	0%	-14%	9%	-17
Cc1ccc(C)c(N2CCN(C(=O)Cn3c(=O)oc4cc(S(=O)(=O)N5CCCC5)ccc43)CC2)c1	-8%	nt	2%	-11%	8%	3%	?	-12%	0%	-9%	5
Cc1ccc(C(=O)OCC(=O)Nc2ccccc2Cl)c(O)c1	14%	5%	-11%	10%	-3%	nt	-18%	2%	-6%	-17%	28
CCOc1ccc(/C=N/Nc2cc(N3CCOCC3)nc(C)n2)c(O)c1	-8%	3%	2%	2%	1%	0%	7.1µM*	-9%	-11%	11µM*	-4
Cc1nn2c(COc3ccc(NC(=O)c4ccccc4)cc3)nnc2c2ccccc12	10%	-2%	-7%	6%	?	12%	3%	2%	-25%	-8%	-29
COc1ccccc1C(CNC(=O)c1ccc(C)c(S(=O)(=O)N2CCCCC2)c1)N(C)C (centres undefined)	-4%	12%	nt	-4%	-2%	nt	nt	-2%	-29%	nt	3
Cc1cnc(NC(=O)c2ccccn2)s1	?	-5%	-50%	0.45µM*	2.7µM*	nt	0.79µM*	0.28µM*	-66%[inhibitor]	4.5µM*	20
O=C(/C=C/c1ccc(Cl)cc1Cl)c1cccnc1	3%	-28%	?	1%	15µM*	44%[activator]	2.8µM*	-14%	-19%	6.3µM*	0
O=C(NNC(=O)c1cccs1)c1ccc(S(=O)(=O)N2CCCCC2)cc1	0%	-3%	-11%	-6%	2%	1%	5%	-2%	-10%	?	17
O=C(OCc1nc2ccccc2c(=O)[nH]1)c1cccs1	?	18%	1%	7%	-19%	2%	34%	-2%	28%	9%	3
N[C@@H](Cc1ccccc1)c1nnc(SCc2ccccc2Cl)o1	?	10%	0%	3%	0%	16%	-14%	-1%	1%	6%	10
Cc1ccc(NC(=O)c2cc(=O)[nH]c3ccc(S(=O)(=O)N4CCOCC4)cc23)nc1	3%	5%	nt	2%	-1%	nt	nt	-6%	-4%	nt	29
O=C(CCC1CCCCC1)NCCS(=O)(=O)N1CCN(c2ccccc2)CC1	2%	2%	nt	-2%	-1%	nt	nt	15%	-28%	nt	0
CCc1cc2c3c(c1)C1(C(=O)N3C(C)(C)C=C2C)C(C#N)=C(N)Oc2[nH]c(=O)[nH]c(=O)c21 (centres undefined)	0%	-2%	6%	-9%	?	7%	-42%	-4%	-74%	?	5
COc1cccc(/C=C(\C#N)c2nc3ccccc3[nH]2)c1OCC(=O)O	5%	4%	-3%	-1%	-26%	18%	?	-1%	-5%	-10%	3
CC(=O)Nc1ccc(C(=O)NNC(=O)Cc2ccccc2)cc1	0%	10%	-5%	-1%	0%	5%	-2%	-7%	-1%	-4%	1
CN(C(=O)COC(=O)C1CCN(S(=O)(=O)c2ccc3c(c2)OCCO3)CC1)C1CCS(=O)(=O)C1 (centres undefined)	11%	-4%	nt	1%	2%	nt	nt	-2%	-14%	nt	-1
COc1ccc(OCCC(=O)Nc2ccc(S(N)(=O)=O)cc2)cc1	4%	6%	-1%	-2%	5%	13%	-5%	-8%	15%	-1%	0
CN=C1S/C(=C\c2ccc(O)c(Br)c2)C(=O)N1C	17%	10%	nt	-12%	15µM*	?	20%	-5%[1.84 µM]	20%	-10%	9
O=C(Cc1cccs1)N(Cc1ccco1)C1(C(=O)NC2CCCCC2)CCCCC1	-13%	-4%	-11%	-7%	3%	?	-16%	-7%	-46%	-9%	-15
O=C(O)COc1ccccc1/C=N/NC(=O)c1cccc(S(=O)(=O)N2CCOCC2)c1	-1%	2%	7%	-1%	?	-14%	-12%	10%	4%	15%	-1
Cc1cc([N+](=O)[O-])nn1CCCC(=O)Nc1cccc(Cl)c1Cl	-6%	9%	4%	7%	-1%	8%	-13%	1%	-8%	-13%	0
O=S(=O)(Cc1ccccc1)Nc1ccccc1	2%	-1%	-2%	2%	-5%	7%	29%	-5%	8%	-3%	-15
Cc1ccc(S(=O)(=O)n2nc(C)cc2N)cc1	5%	3%	27%	-7%	2%	-15%	-28%	-1%	-28%	6%	-5
